PglD inh = blocks C. jejuni PglD acetyltransferase activity; purified PglD enzyme, DTNB colorimetric CoA detection; inhibition, % at 12.5 µM; 0.098% of 360,000 active; in the data active means inhibition above about 16%, passing the limit was not always enough; inconclusive means no clear call, values can overlap the other calls; further: strong numbers were not always called active
FN deposit inh = fibronectin deposition inhibition | 0.086% of 350,000 active | AH1F fibroblasts, Alexa488-fibronectin deposition fluorescence, overnight | AID 743247 | inhibition, % at 12.6 µM;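 active means mean inhibition across replicates of 30% or more, regardless of how many single replicates reach that level; inconclusive means mean under 30% yet at least half of replicates reach 30%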;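 further: positive control wells lacked labelled fibronectin entirely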
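material = AH1F fibroblast monolayer depositing Alexa488-labelled fibronectin into matrix | amount = 10000 AH1F cells/well | buffer or medium = DMEM plus 2% serum, read in PBS | incubation = 1 h cell adhesion before compound, then overnight fibronectin incubation | detection = fluorescence at 485 nm excitation, 525 nm emission | evaluation = percent inhibition as loss of matrix-bound fibronectin fluorescence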
LGR2 inh = inhibitors of bursicon-induced Drosophila LGR2 receptor cAMP signaling; inhibition, % at 9.99 µM; 0.35% of 380,000 active; HEK293 LGR2, CRE-luciferase, bursicon-stimulated, 4 h;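 active means drop in luminescence signal, shown as inhibition above about 50% in the replicate tests, limit read from the data, passing the limit was not always enough; inconclusive means probably only some replicates passing the limit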;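 further: agonist challenge used bursicon conditioned medium at about half maximal strength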
ERAP1 HTS inh = inhibitors of human ERAP1 aminopeptidase | recombinant ERAP1, Leu-AMC fluorescence, 60 min | inhibition, % at 10.7 µM | 0.15% of 340,000 active | AID 652197;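 active means mean replicate inhibition of at least 30%, or all replicates individually reaching that 30% level; inactive means mean below 30% and not every replicate reaching it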;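 further: 0% = neutral control wells and 100% = L-leucinethiol positive control wells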
Target sequence (Q9NZ08 whole entry, looked up): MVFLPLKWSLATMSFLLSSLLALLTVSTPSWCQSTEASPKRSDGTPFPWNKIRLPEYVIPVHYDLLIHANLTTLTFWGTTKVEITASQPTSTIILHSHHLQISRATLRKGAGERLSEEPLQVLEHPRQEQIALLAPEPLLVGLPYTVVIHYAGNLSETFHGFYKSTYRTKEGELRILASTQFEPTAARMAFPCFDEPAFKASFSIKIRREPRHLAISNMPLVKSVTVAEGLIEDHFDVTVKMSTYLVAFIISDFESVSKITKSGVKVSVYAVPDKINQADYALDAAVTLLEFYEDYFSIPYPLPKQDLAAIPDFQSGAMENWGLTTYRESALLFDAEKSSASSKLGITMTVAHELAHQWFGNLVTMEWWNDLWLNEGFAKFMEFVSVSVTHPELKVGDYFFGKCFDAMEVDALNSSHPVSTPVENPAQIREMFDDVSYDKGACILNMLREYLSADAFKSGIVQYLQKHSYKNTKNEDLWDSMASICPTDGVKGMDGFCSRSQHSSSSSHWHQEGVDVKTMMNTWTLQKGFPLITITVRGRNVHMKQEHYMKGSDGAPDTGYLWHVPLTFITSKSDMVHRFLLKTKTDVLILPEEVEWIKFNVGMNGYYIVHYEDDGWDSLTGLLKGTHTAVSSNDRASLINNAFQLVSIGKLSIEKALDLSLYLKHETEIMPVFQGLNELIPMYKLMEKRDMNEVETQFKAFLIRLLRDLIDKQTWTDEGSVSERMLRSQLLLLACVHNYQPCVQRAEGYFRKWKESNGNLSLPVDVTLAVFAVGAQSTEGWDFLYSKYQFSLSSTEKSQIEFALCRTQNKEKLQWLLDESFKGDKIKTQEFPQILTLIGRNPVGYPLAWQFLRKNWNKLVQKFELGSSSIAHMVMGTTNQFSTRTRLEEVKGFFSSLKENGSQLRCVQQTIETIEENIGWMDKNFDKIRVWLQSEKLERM
S100A4 MyoIIA = inhibitors of human S100A4 binding to myosin IIA peptide; P26447; S100A4/TAMRA-MyoIIA peptide fluorescence polarization; inhibition, % at 10.7 µM; 0.14% of 360,000 active; AID 652163;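 active means mean inhibition of at least 70% across replicates, with every replicate also reaching that level; inconclusive means mean inhibition reaches 70% but some replicates fall short; inactive means mean inhibition below 70%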
Target sequence (P26447 whole entry, looked up): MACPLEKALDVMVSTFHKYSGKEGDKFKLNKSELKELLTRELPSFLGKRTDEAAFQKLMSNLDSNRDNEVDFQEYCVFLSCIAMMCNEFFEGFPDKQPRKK
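incubation = readout 5 min after mixing, signal stable up to 60 min | system = S100A4 monomer protein | buffer or medium = HEPES pH 7.2 with CaCl2, KCl, NaCl, DTT, Triton | benchmarks = neutral control DMSO, positive control TFP | also added = fluorescent myosin IIA peptide, 5 nM | compound dosing = one concentration per compound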
PAX8 inh HTS = PAX8 transcriptional activity inhibition | RMG-I TPO-luciferase reporter, SteadyGlo, 24 h | 1.2% of 360,000 active | inhibition, % at 12.6 µM;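 active means mean replicate inhibition at least 60% with every replicate also reaching 60%; inconclusive means only one of the two criteria is met; inactive means mean below 60% and not all replicates reaching 60%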;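 further: luciferase light reporting Pax8 driven TPO promoter activity; plate controls were median of neutral control wells for no effect and mitoxantrone controls for full effect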
EWS-Fli inh = EWS/Fli transcriptional activity inhibition. A673 NR0B1-luciferase reporter, viability-normalised. inhibition, % at 12.6 µM. 0.67% of 350,000 active. AID 651661;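 active means mean inhibition of at least 50% after viability correction, with every replicate also passing that limit; inconclusive means mean reaches 50% but only one of two replicates passes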;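 further: firefly luciferase signal divided by Alamar Blue viability fluorescence both relative to DMSO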
PGC1a acetyl inh = modulators of PGC1a acetylation. U2OS PGC1a acetylation, AlphaScreen anti-acetyl-lysine; with virally co-expressed GCN5 acetyltransferase. inhibition, % at 15.6 µM. 0.17% of 350,000 active. AID 651687;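 active means every replicate shows inhibition of at least 40%; inconclusive means mean inhibition at least 40% but some replicate below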;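 further: 0% = neutral control wells and 100% = positive control wells; some results beyond the cut were filed as inactive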
Numbers without * were called inactive; u = inconclusive; x = not tested or not shown; & = joins results of further samples.

entry | Molecule | PglD inh | FN deposit inh | LGR2 inh | ERAP1 HTS inh | S100A4 MyoIIA | PAX8 inh HTS | EWS-Fli inh | PGC1a acetyl inh
1 | CCN(c1ccc2c(c1)OCO2)S(=O)(=O)c1cc(Br)cc2c1N(C(C)=O)CC2 | x | x | 5 | 1 | 2 | x | -16 | x
2 | COc1ccc(-c2nnc3ccc(SCc4ccccc4)nn23)cc1 | 7 | 6 | 16 | 6 | -9 | -3 | 22 | 3
3 | C[C@@H]1CCCCO[C@H](CN(C)C(=O)Cc2ccccc2)[C@H](C)CN([C@@H](C)CO)C(=O)c2cc(NC(=O)Cc3ccccc3)ccc2O1 | 2 | 6 | 0 | -3 | -20 | 6 | -7 | 7
4 | CC(C)C(=O)Nc1ccc2c(c1)C(=O)N(C)[C@H]1CC[C@@H](CC(=O)NCCc3ccccc3)O[C@@H]1CO2 | -3 | 0 | 13 | x | x | -1 | 1 | 9
5 | Nc1cccc(-c2cc3ccccc3oc2=O)c1 | -3 | -5 | -127 | 0 | 2 | -32 | -13 | 5
6 | CC(C)n1c(/N=C/c2c[nH]c3ccccc23)nc2ccccc21 | -2 | x | -17 | 0 | 1 | x | 6 | 0
7 | O=C(CSCCO)Nc1ccc(C23CC4CC(CC(C4)C2)C3)cc1 | 4 | -21 | x | x | x | -114 | x | -3
8 | O=C(O)CNc1nc(Cl)ccc1[N+](=O)[O-] | 4 | -2 | x | x | x | 14 | x | 35
9 | COC(=O)c1sc(NC(=S)NC(=O)c2cccc(C)c2)nc1C | 0 | 1 | x | -1 | -7 | 13 | -12 | -5
10 | CN1c2ccc(-c3ccc(C#N)cc3)cc2[C@H]2[C@H](CCN2C(=O)NC2CCCC2)[C@@H]1CO | 0 | -1 | 20 | -3 | -1 | -8 | 15 | -9
11 | O=C(NCC[C@@H]1CC[C@H](NS(=O)(=O)c2ccc(Oc3ccccc3)cc2)[C@H](CO)O1)C1CC1 | -2 | -12 | -15 | 3 | 1 | 4 | 5 | -3
12 | O=C(Nc1ccc(Cl)cc1)Nc1ccc(Br)cn1 | -5 | -6 | -50 | -4 | 0 | -72 | -96 | 2
13 | O=S(=O)(c1ccc2ccccc2c1)N(CC1CO1)c1ccccc1 (stereo unspecified) | x | -2 | -16 | 11 | 8 | 24 | 2 | -27
14 | CCN(CC)S(=O)(=O)c1cccc(NC(=O)COC(=O)/C=C/c2ccco2)c1 | -2 | 3 | 8 | -1 | 24 | 5 | 10 | x
15 | COc1ccc2c3c(n(C)c2c1)[C@@H](CO)N(C(=O)c1ccc(F)cc1)CC31CCN(CC2CCOCC2)CC1 | x | x | -8 | -2 | 2 | x | 1 | x
16 | CC(C)c1nnc(NC(=O)CCC(=O)NCc2ccc(F)cc2)s1 | 5 | 9 | -1 | -1 | 0 | -8 | x | 3
17 | CC(C)CN1CCN(C(=O)COC(=O)c2ccc(S(C)(=O)=O)c([N+](=O)[O-])c2)CC1 | 0 | 3 | 23 | x | 2 | 112* | 34 | -68
18 | CCOC(=O)C1(C)CCCN(C(=O)c2ccc(N(C)C)cc2)C1 (stereo unspecified) | -3 | 2 | 1 | 2 | -5 | -1 | -1 | x
19 | CC(C)NC(=O)N(C)C[C@H]1Oc2cc(-c3cccnc3)ccc2S(=O)(=O)N([C@@H](C)CO)C[C@@H]1C | -1 | 6 | 0 | -1 | -11 | x | -3 | -1
20 | Cc1ccc(CNCCCSc2nc(C)cc(C)n2)cc1 | 4 | 0 | 12 | -1 | 0 | -10 | 13 | 7

Further compounds follow.
entry | Molecule | PglD inh | FN deposit inh | LGR2 inh | ERAP1 HTS inh | S100A4 MyoIIA | PAX8 inh HTS | EWS-Fli inh | PGC1a acetyl inh
21 | O=S1(=O)CCN(CCCc2ccccc2)CC1 | 2 | 3 | u | 2 | -3 | -18 | 2 | -6
22 | C[C@H]1CN([C@@H](C)CO)C(=O)c2cccc(NS(C)(=O)=O)c2O[C@H]1CN(C)S(=O)(=O)c1ccccc1 | -2 | x | -14 | 0 | -1 | x | -4 | 13
23 | Cc1ccc(S(=O)(=O)N2C3CC(c4ccccc4)N(S(=O)(=O)c4cccc(Cl)c4)CC3C(=O)C[C@H]2c2ccccc2)cc1 (stereo partly specified) | x | 3 | 2 | -4 | -2 | 22 | 3 | x
24 | CCN(CC)S(=O)(=O)c1ccc(C(O)=C(C#N)c2nc3ccccc3n2C)cc1 | x | -3 | 16 | -1 | 4 | x | -3 | 1
25 | Cc1noc(C)c1NC(=O)Nc1ccc2c(c1)C(=O)N([C@H](C)CO)C[C@@H](C)[C@H](CN(C)C(=O)Nc1ccc(C(F)(F)F)cc1)OCCCC[C@@H](C)O2 | 0 | 4 | 11 | 1 | 0 | 26 | 23 | 0
26 | CCCCc1nc2ccccc2c(=O)n1NC(=O)c1c(O)c2ccccc2n(C)c1=O | x | -2 | 15 | 9 | -14 | 4 | 0 | x
27 | CNS(=O)(=O)c1ccc(CCC(=O)N2CCOCC2)cc1 | -6 | 5 | 9 | 0 | -3 | 18 | 3 | -6
28 | OC[C@@H]1CN(Cc2ccc(Cl)cc2)C[C@H](n2cnc3c(NC4CCC4)ncnc32)O1 | -1 | 0 | 3 | 4 | 3 | 9 | 2 | x
29 | CCCCCCN1C[C@H](O)[C@@H](n2cc(C3CC3)nn2)C[C@@H]1c1ccc(OC)cc1 | 4 | -1 | 1 | x | -1 | -8 | -5 | -20
30 | COc1cccc(S(=O)(=O)N[C@H]2CC[C@@H](CC(=O)NCc3ccc(Cl)cc3)O[C@H]2CO)c1 | -2 | -6 | 3 | 2 | 11 | 17 | -11 | -1
31 | Cc1ccc(OCC(=O)N/N=C\c2ccc(O)c([N+](=O)[O-])c2)c([N+](=O)[O-])c1 | x | 1 | -12 | -3 | 2 | -2 | 10 | x
32 | O=C(O)C(Cc1ccccc1-c1ccccc1)C(=O)O | -9 | 0 | -8 | -1 | -2 | -1 | 3 | 0
33 | COc1ccc(NC(=O)N2CCCC2C(=O)Nc2cccc(C)c2C)cc1 (stereo unspecified) | -4 | -9 | -5 | -3 | 3 | -4 | -7 | x
34 | Cc1ccc(S(=O)(=O)N2CCN(C)CC2)cc1C(=O)NC1CCCCC1 | -2 | x | 12 | -1 | 1 | -4 | x | 1
35 | CC(C)C#Cc1ccc([C@@H]2[C@H]3CN(C(=O)Nc4ccccc4)CCCCN3[C@H]2CO)cc1 | 1 | x | 17 | 5 | -40 | 58 | 1 | -7
36 | COc1ccc(CNC(=O)CNS(=O)(=O)c2ccc(Cl)cc2)cc1 | x | -2 | x | 0 | 0 | 39 | 1 | x
37 | CC(C)(C)c1n[nH]c(=S)n(/N=C/c2cccs2)c1=O | x | 6 | x | 3 | 2 | -9 | -17 | x
38 | C/C=C/c1cccc(-c2nc(C(=O)NCc3ccc(OC)cc3)cc3c2[C@H](CCO)N([S@@](=O)C(C)(C)C)C3)c1 | 1 | 0 | 15 | -5 | 12 | -28 | 5 | 29
39 | CCCc1ccc(-c2cc(NC(=O)Cc3c[nH]c4ccccc34)ccc2Nc2cccnc2)cc1 | x | -14 | 15 | 1 | -24 | 29 | 12 | x
40 | Cn1cnc(CCNC(=O)C[C@@H]2CC[C@@H]3[C@H](COC[C@H](O)CN3C(=O)C3CCCC3)O2)c1 | 2 | -4 | 1 | 0 | -34 | 5 | 0 | 2

Other entries:
entry | Molecule | PglD inh | FN deposit inh | LGR2 inh | ERAP1 HTS inh | S100A4 MyoIIA | PAX8 inh HTS | EWS-Fli inh | PGC1a acetyl inh
41 | CC(C)CNC(=O)c1cccc(NC(=O)C(C)C)c1 | x | 13 | x | -2 | 3 | 4 | 3 | x
42 | C=CCn1c(C)cc(-c2csc(NC)n2)c1C | 4 | -8 | -7 | 6 | 2 | 7 | 10 | -9
43 | CN1[C@H](C(=O)NC2CCCC2)[C@@H](CO)[C@@H]2Cn3c(ccc(/C=C/c4ccccc4)c3=O)[C@@H]21 | x | x | -5 | 1 | -15 | x | 3 | -7
44 | O=C(NN1C(=O)C2CC=C(Cl)CC2C1=O)c1ccncc1 (stereo unspecified) | 5 | -8 | -34 | 0 | -1 | 2 | -5 | x
45 | Cc1ccc(-c2ccc([C@H]3[C@H](CO)N4CCCCN(S(=O)(=O)c5ccccc5C)C[C@@H]34)cc2)cc1 | -2 | x | 7 | -2 | -16 | 18 | 13 | -28
46 | CCOCC(=O)Nc1ccc([N+](=O)[O-])cc1Cl | x | 5 | 25 | -2 | -3 | 14 | 23 | 4
47 | COCCN1C(=O)c2ccccc2C1c1nnnn1-c1ccc2c(c1)OCCO2 (stereo unspecified) | x | 6 | 2 | x | -2 | 3 | 3 | x
48 | CC1CCCCC1NC(=O)c1ccc(CNc2c(N3CCCC3)c(=O)c2=O)cc1 (stereo unspecified) | x | 0 | -9 | 0 | -1 | 5 | 8 | 2
49 | Cc1nc(CNC(=O)c2cc(COc3c(F)cccc3F)on2)cs1 | 6 | 3 | -12 | 1 | -6 | -10 | -4 | 1
50 | CC1Oc2ccccc2C=C1/C=N\NC(=O)c1cccnc1 (stereo unspecified) | -12 | -15 | -16 | 2 | -5 | -36 | -5 | 7
51 | C[C@H]1CN([C@@H](C)CO)C(=O)c2cc(N(C)C)ccc2O[C@H]1CN(C)C(=O)Nc1ccc2c(c1)OCO2 | 3 | x | 16 | -8 | 5 | -10 | -7 | -39
52 | O=C1NC(=O)C2(CCCCCCCCCCC2)N1 | -5 | 2 | -13 | -5 | -1 | -5 | -3 | -6
53 | COc1ccc(S(=O)(=O)N2CCOC2CNC(=O)C(=O)NCCCN2CCOCC2)cc1 (stereo unspecified) | 3 | 5 | 9 | -1 | 0 | 8 | 7 | x
54 | S=c1nc(-c2ccccc2Br)[nH][nH]1 | 0 | x | 3 | 15 | 4 | x | 6 | -6
55 | COc1ccc([C@@H]2[C@@H]3C(=O)N(C(C)(C)C)C(=O)[C@@H]3[C@]3(Cc4ccccc4)C(=O)N(c4ccc(C)cc4)C(=O)N23)cc1 | -4 | 0 | -8 | x | 5 | 2 | -2 | -2
56 | Cc1ccc(F)cc1C(=O)N1CCCCC1c1cc(C(=O)NC(C)C)no1 (stereo unspecified) | -3 | -1 | 5 | -6 | 4 | -16 | 0 | -9
57 | Cc1ccc(F)cc1-c1nc(NCC2CC2)nc2ccsc12 | 5 | -4 | 1 | 0 | 3 | -8 | -4 | x
58 | COc1ccc(-n2c(SCC(=O)N/N=C/c3ccccc3OCC(=O)O)nc3ccccc3c2=O)cc1 | 8 | 2 | -3 | -1 | -4 | 7 | 1 | 3
59 | CC1CCC2(CC1)NC(=O)N(CC(=O)Nc1ccccc1-c1ccccc1)C2=O (stereo unspecified) | -4 | -2 | 4 | -3 | -1 | -31 | -8 | 6
60 | CCOC(=O)CCCCCC(=O)Nc1ccc2c(c1)C(=O)N([C@H](C)CO)C[C@H](C)[C@@H](CN(C)C(=O)Nc1ccccc1)OCCCC[C@@H](C)O2 | 4 | 5 | -10 | -1 | 8&6 | 5&-21 | -2 | 4&-1
61 | O=C(Nc1ccc(F)cc1)N1CCCCN2[C@H](CO)[C@H](c3ccc(C#Cc4ccccc4)cc3)[C@@H]2C1 | 3 | x | 10 | -2 | 10 | 24 | 15 | -6
62 | Cc1cc(C)n2nc(/C(C#N)=C/c3ccccn3)c(C#N)c2n1 | -2 | 5 | -21 | -3 | 2 | 2 | 15 | x
63 | Cc1ccc(CNC(=O)c2ccc(Br)o2)cc1 | 5 | x | -23 | -4 | -3 | x | -14 | -1
